High-throughput results as filed in PubChem BioAssay.
AMA1 RON2 block – inhibitors of Plasmodium falciparum AMA1-RON2 interaction; AlphaScreen AMA1-biotinylated RON2 peptide binding; Potency, µM (highest dose often 58.2 µM), without a hit: top-dose activity change, negative = inhibition, most hits filed as inhibitors; actives 0.2% (n = 360,000);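 further: potency means the concentration at half of the fitted maximal effect; 0% = vehicle wells and -100% = peptide control; nearly all actives have a fitted effect of over 45% in size; some results filed as inactive show a strong effect at the top dose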
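AMA1 (3D7) with his tag at 25 nM final met compounds first, then biotinylated RON2 peptide at 25 nM; detection used donor plus acceptor beads, 10 µg/mL apiece, read by AlphaScreen after 30 min at room temperature.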
LmPK inh – LmPK (Leishmania mexicana) enzyme inhibition | Potency, µM (top dose mostly 57.5 µM), for inactives: at the top dose activity change, negative = inhibition, most hits filed as inhibitors | purified LmPK, Kinase-Glo ATP luminescence, 1 h | actives 0.37% (n = 290,000); further: potency means the concentration at half of the fitted maximal effect
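In 50 mM imidazole pH 7.2 with 7 mM MgCl2, LmPK (0.1 nM) turned over PEP (0.5 mM) and ADP (0.1 mM) for 1 h at room temperature. Luciferase read-out of ATP.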
TbPYK inhibitor – inhibitors of Trypanosoma brucei pyruvate kinase | TbPYK enzyme, Kinase-Glo Plus ATP luminescence, 45 min | Q57TT1 | AID 624173 | actives 0.12% (n = 410,000) | Potency, µM (top dose mostly 76.8 µM), for inactives: top-dose activity, negative = inhibition, hits mostly inhibitors; further: potency means the concentration at half of the fitted maximal effect; nearly all actives have a fitted effect of over 50% in size
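T. brucei PYK with substrate was exposed to pin-transferred compounds across a concentration series, then started with 130 uM ADP (final). After 45 min at room temperature, Kinase-Glo Plus luminescence was read, normalized and curve-fitted.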
HCMV antiviral – inhibitors of human cytomegalovirus. HFF cells, HCMV-luciferase reporter, 72 h; active compounds read low. AID 1259415. actives 4.5% (n = 410,000). activity change, negative = inhibition, % at 57.5 µM; in the data active means activity change below about -60%; inconclusive means no clear call, values can overlap the other calls; inactive means above about -39%
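Cell-based, HFFs, 1000 cells/well, 16 h 37C; cpds in DMSO + HCMV-luc, MOI 1 PFU/cell; 72 h 37C; OneGlo luminescence after 5 min RT; norm. to buffer vs Salinomycin 10uM.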
Sm TGR inh – inhibitors of Schistosoma mansoni thioredoxin glutathione reductase; AID 485364; actives 3% (n = 360,000); Potency, µM (top dose mostly 114 µM), for inactives: top-dose activity change, negative = inhibition, usual class: inhibitors; purified TGR, DTNB reduction, TNB absorbance 405 nm; Q962Y6; further: potency means the concentration at half of the fitted maximal effect; nearly all actives have a fitted effect of over 60% in size
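Kinetic colorimetric format: TGR-catalysed, NADPH-driven DTNB reduction monitored via TNB absorbance. Enzyme dispensed at 20 nM; compound exposure 15 min at room temperature before reaction start.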
AmpC inh no detg – AmpC beta-lactamase inhibition without detergent | AmpC nitrocefin hydrolysis, absorbance 480 nm, 0.0001% Triton | P00811 | actives 0.52% (n = 330,000) | Potency, µM (top dose mostly 57.1 µM), for inactives: top-dose activity change, negative = inhibition, usual class: inhibitors;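 further: potency means the concentration at half of the fitted maximal effect; plate controls were no compound for no effect and no enzyme for full effect; nearly all actives have a fitted effect of over 20% in size; some results filed as inactive show a strong effect at the top dose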
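20 mM phosphate pH 7.0 + 0.01% (detergent screen) or 0.0001% Triton X-100; 5.3 nM AmpC reagent; cpd preinc 15 min RT; nitrocefin (800 uM stock) to start; A480 q20 s × 4 min; Activity was normalised to no-enzyme and no-compound control wells.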
AmpC inh detg – AmpC beta-lactamase inhibition with detergent present; P00811; AmpC hydrolysis of nitrocefin, absorbance 480 nm, 0.01% Triton; Potency, µM (doses to about 114 µM), for the others: at the top dose activity change, negative = inhibition, actives largely listed as inhibitors; actives 0.041% (n = 370,000); AID 485294;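 further: potency means the concentration at half of the fitted maximal effect; 0% = no-compound wells and -100% = no-enzyme wells; nearly all actives have a fitted effect of over 25% in size; some results filed as inactive show a strong effect at the top dose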
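20 mM phosphate pH 7.0 + 0.01% (detergent screen) or 0.0001% Triton X-100; 5.3 nM AmpC reagent; cpd preinc 15 min RT; nitrocefin (800 uM stock) to start; A480 q20 s × 4 min; Activity was normalised to no-enzyme and no-compound control wells.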
An asterisk follows results filed as active; ? = inconclusive; / = no result given; [ ] = another dose, or the depositor's remark. Unless noted, the call rests on the fitted dose curve; in most records, active means well fitted curve in the direction sought with a large enough effect; inconclusive means small, poorly fitted or top-dose-only effect, or another doubt; inactive means no such curve, though single readings can be large; an effect the other way counts as inactive or inconclusive. Unless noted, on the % scale 0 is the no-effect control and ±100 the full control effect. Rows are unselected. Share with any hit: about 7.4%.

SMILES	AMA1 RON2 block	LmPK inh	TbPYK inhibitor	HCMV antiviral	Sm TGR inh	AmpC inh no detg	AmpC inh detg
Cc1ccc(NC(=O)CC2C(=O)N(Cc3ccccc3)C(=S)N2NC(=O)c2cccc(F)c2)c(C)c1 (centres undefined)	-25%	2%	-19%	-71*	-17%	32µM*	1%
CCOC(=O)C1=NOC2(C1)C(=O)Nc1ccc(OC(F)(F)F)cc12 (centres undefined)	-7%	/	1%	7	/	/	/
Cc1cc(C)c(O)c(NC(=S)NC(=O)Cc2ccccc2)c1	130%[activator]	-3%	0%	15	11%	88%	-4%
CCN(CC)c1cc(C)c2cc(NC(=O)c3cccc(OC)c3)ccc2n1	/	/	-4%	-71*	-1%	/	2%
O=C(COC(=O)c1ccco1)NCc1ccco1	-1%	3%	3%	4	0%	-12%	-13%
CCOC(=O)C1=C[C@@H](c2ccccc2)N(S(=O)(=O)c2ccc(C)cc2)[C@H]1c1ccccc1Cl	-2%	/	6%	-24	/	/	/
COC(=O)CCCn1cc(CN2CC(N3CCN(C4CCN(C)CC4)CC3)CS2(=O)=O)nn1 (centres undefined)	-2%	/	2%	-6	/	/	/
O=C(Nc1ccc(NC(=O)c2ccco2)nc1)c1cccc(F)c1	10%	2%	-5%	15	3%	-24%	-3%
CCC1CSC(Nc2ccc(C(=O)/C=C/c3cccc(C)c3)cc2)=N1 (centres undefined)	-14%	-5%	1%	-63*	10%	-5%	1%
CCOC(=O)c1ccccc1NS(=O)(=O)c1c(C)nc2sccn2c1=O	2%	3%	-2%	-11	-2%	32%	?
O=C(NCC1(c2ccccc2)CCOCC1)c1ccc(Br)o1	-9%	-4%	-1%	-1	-2%	-6%	-6%
Cc1cc(=O)oc2cc(OCc3ccccc3)ccc12	-4%	-3%	2%	106	-11%	12%	4%
CC(C)N(Cc1nccn1C)C(=O)c1cc(COc2ccc3ncccc3c2)on1	-4%	0%	-2%	-71*	-5%	20%	-7%
Cc1cccc(-n2ncc(C(=O)N3CCN(c4ccc(Cl)cc4)CC3)c2C2CCN(C(=O)OC(C)(C)C)CC2)c1	/	/	-4%[15.4 µM]	0	0%	/	22%
CCOC(=O)CN(C(=O)c1snc(C(N)=O)c1N)C(C(=O)NC1CCCCC1)c1ccc(F)cc1 (centres undefined)	0%	-1%	-24%	-16	0%	5%	-15%
CCCNC(=O)C1(C)CCN(CCC(=O)c2ccc(Br)cc2)C1 (centres undefined)	-1%	/	0%	-17	/	/	/
CCC(C)N=Cc1c(NCc2ccco2)nc2c(C)cccn2c1=O (centres undefined)	-26%	3%	2%	-2	24%	-12%	8%
CC(=O)Nc1ccc(S(=O)(=O)NCC(=O)OCC(=O)NC(=O)C2CCCCC2)cc1	-3%	-2%	1%	24	-1%	-3%	-1%
CCCCn1c(N)c(N(CCC(C)C)C(=O)c2oc3ccc(OCC)cc3c2C)c(=O)[nH]c1=O	-1%	/	-1%	-14	3%	39%	-19%
Cc1ccc(S(=O)(=O)NC(C(=O)O)c2ccccc2)cc1 (centres undefined)	23%	-5%	4%	-10	8%	-9%	-2%
Cc1ccc(C(=O)COC(=O)CCN2C(=O)C3C4CCC(C4)C3C2=O)cc1C (centres undefined)	-14%	-1%	5%	15	3%	63%[activator]	4%
CCOC(=O)c1cnn(-c2cc(C(C)(C)C)nc3c(-c4ccccc4)c(C)nn23)c1N	-7%	3%	-4%	-23	-22%	-21%	-1%
CCOC(=O)C1=C(c2ccccc2)NC(=O)NC1c1ccc(OC)cc1OC (centres undefined)	-6%	1%	-18%	32	-1%	-18%	?
CSCCNC(=O)Nc1c(-c2c(Cl)cccc2Cl)noc1C	-4%	1%	-1%	11	-7%	23%	-11%
C[C@@]12C(=O)Nc3cc(Cl)ccc3C(=O)N1[C@H]1c3cc(Cl)ccc3OC[C@@H]1[C@@H]2c1ccccc1	-5%	/	9%	?	/	-27%	/
(next part)
SMILES	AMA1 RON2 block	LmPK inh	TbPYK inhibitor	HCMV antiviral	Sm TGR inh	AmpC inh no detg	AmpC inh detg
Cc1nn(C)c(=O)c(N)c1-c1cc(-c2ccc(Cl)c(Cl)c2)n[nH]1	1%	1%	0%	-8	21%	2%	-17%
CCOC(=O)c1[nH]c(C)c(/C(O)=C2\C(=O)C(=O)N(CCCN(C)C)C2c2ccncc2)c1C (centres undefined)	/	-6%	/	/	11%	-6%	0%
COc1cccc(-c2cc(C(=O)NCCCn3ccnc3)no2)c1	-10%	-3%	-17%	5	2%	-9%	-1%
Cc1ccc(S(=O)(=O)c2cc(O)ccc2O)cc1C	-7%	-2%	-17%	-28	4µM*	-32%	4%
CCn1c(SCC(=O)Nc2ccc(OC)cc2)nc2nc3c(cc2c1=O)CCCC3	2%	5%	6%	-23	5%	-27%	3%
O=C(NCCc1ccccc1)c1ccc(Cl)cc1[N+](=O)[O-]	-1%	5%	-4%	-20	9%	-36%	-11%
Cn1ncc(Cl)c1C(=O)N/N=C/c1cc2c(cc1[N+](=O)[O-])OCO2	0%	-2%	4%	-9	6%	-9%	7%
COC(=O)CNC(=O)N1CCN(S(=O)(=O)c2ccc3c(ccn3C)c2)CC1	/	/	2%	-3	-5%	/	-4%
O=C1CCCN1c1ccc(S(=O)(=O)Nc2ccc3c(c2)OCCO3)cc1	4%	-6%	0%	-81*	3%	-16%	1%
CCN(CC)c1ccc2cc(-c3nc4sc5c(c4c(=O)[nH]3)CCC(C(C)(C)C)C5)c(=O)oc2c1 (centres undefined)	/	/	-3%	-4	3%	/	31%[activator]
COc1ccc(/C=N/NC(=O)c2c(C)n(C)c3ccc(OC)cc23)c(OC)c1	-1%	2%	2%	-35	0%	-17%	4%
CN(c1ccccc1)S(=O)(=O)c1cccc(C(=O)N2CCCCCC2)c1	-6%	/	-5%	-34	-1%	116%[activator]	-15%
CCCC(=O)Nc1c2c(nn1-c1cccc(Cl)c1)CS(=O)(=O)C2	17%	4%	-2%	11	-26%	-8%	-4%
Cc1ccc(Cl)cc1N1CCN(C(=O)c2ccc(CS(=O)(=O)c3ccccc3C)o2)CC1	/	/	-4%	-15	-8%	/	-3%
CC(C)NS(=O)(=O)c1ccc(OCC(=O)N2CCN(Cc3ccc4c(c3)OCO4)CC2)c(Cl)c1	2%	-2%	?	-68*	20%	87%[activator]	-8%
S=C(N1CCCCCC1)N1CC1	-9%	/	4%	14	/	/	/
Cn1ccsc1=NC(=O)c1cccc(OC(F)F)c1	5%	-3%	-7%	23	-6%	-5%	-13%
Cc1cc(C(=O)NCCc2ccc(S(N)(=O)=O)cc2)no1	-8%	14%	-7%	-27	5%	-20%	0%
CCC1Oc2ccccc2N(CC(=O)Nc2ccccc2OC)C1=O (centres undefined)	-3%	0%	1%	-9	-30%	-10%	-17%
COc1ccc(F)cc1S(=O)(=O)NC1CC(C)(C)NC(C)(C)C1	-3%	0%	6%	7	0%	-12%	-13%
Cc1cc(NC(=O)C2CCN(S(=O)(=O)c3cccs3)CC2)no1	-5%	5%	11%	13	-31%	-22%	-7%
CCCc1c(C(=O)Nc2ccc(F)cc2)cnn1-c1ccccc1	-6%	-1%	5%	64	3%	-39%	-9%
COc1ccc2c(C)c(CCC(=O)NCc3cccc(Cl)c3)c(=O)oc2c1	/	/	0%	2	16%	/	10%
CC(C)(C)OC(=O)N1CCC(C(=O)N[C@@H](Cc2ccccc2)C(=O)O)CC1	-1%	6%	-1%	-31	1%	-16%	?
CC(=O)c1cccc(CN2CCC(n3nccc3NC(=O)CCCc3ccccc3)CC2)c1	12%	9%	-10%	-8	-27%	125%[activator]	-9%

Single records, from the list above.
`S=C(N1CCCCCC1)N1CC1` across the screens: AMA1 RON2 block: -9%; LmPK inh: /; TbPYK inhibitor: 4%; HCMV antiviral: 14; Sm TGR inh: /; AmpC inh no detg: /; AmpC inh detg: /
`CCC1Oc2ccccc2N(CC(=O)Nc2ccccc2OC)C1=O` (centres undefined) across the screens: AMA1 RON2 block: -3%; LmPK inh: 0%; TbPYK inhibitor: 1%; HCMV antiviral: -9; Sm TGR inh: -30%; AmpC inh no detg: -10%; AmpC inh detg: -17%

Later entries
SMILES	AMA1 RON2 block	LmPK inh	TbPYK inhibitor	HCMV antiviral	Sm TGR inh	AmpC inh no detg	AmpC inh detg
CC(=O)NCCc1ccc(S(=O)(=O)NCc2ccc3c(c2)OCO3)cc1	-5%	-9%	-7%	-6	4%	-4%	-11%
CC(C)(C)N/N=C1\CC(c2ccccc2)Oc2ccccc21 (centres undefined)	-2%	2%	3%	-15	1%	-18%	0%
O=C(O)CN1C(=O)/C(=C\c2cccc(OCc3ccccc3F)c2)SC1=S	2%	1%	3%	-76*	-11%	-23%	1%
COc1ccc(S(=O)(=O)N2CCOCC2)cc1NC(=O)CSc1cc(C)ccc1C	-21%	/	2%	-10	2%	-2%	-1%
CCOC(=O)c1c(CN(C)C)oc2cc(CN(C)C)c(O)c(CSc3ccccc3)c12	-17%	0%	-5%	-4	-20%	142%[activator]	-10%
CC1CCCCN1C(=O)COC(=O)CSc1ccc(C(N)=O)cc1[N+](=O)[O-] (centres undefined)	-10%	/	-1%	2	/	/	/
CCc1cc(C(=O)N/N=C/c2ccc(O)cc2)c2ccccc2n1	43%[activator]	2%	0%	15	-9%	-18%	-1%
C#CCN1C(=O)C(O)(CC(=O)c2cc(OC)ccc2OC)c2ccccc21 (centres undefined)	-15%	-9%	-8%	10	-10%	-22%	-2%
CCN(CC)S(=O)(=O)c1ccc(NC(=O)COc2cccc(-n3cnnn3)c2)cc1	-11%	/	-2%	22	/	-40%	/
Cc1ccc(-n2nnnc2-c2cnc3cc4c(cc3c2C)OCO4)cc1	-4%	-3%	1%	?	-23%	-17%	?
COc1ccc(NC(C#N)c2ccccc2OCc2ccccc2)cc1 (centres undefined)	104%[activator]	7%	2%	10	-15%	-20%	-2%
O=C(CS(=O)CC(=O)N(CC(=O)NC1CCCC1)c1ccc2c(c1)OCCO2)Nc1ccc(F)cc1 (centres undefined)	-8%	-6%	/	25	-13%	93%[activator]	-13%
Nc1nonc1-n1nnc(C(=O)N/N=C/c2cccnc2)c1CSc1ccc(Cl)cc1	23%	-2%	-10%	1	0%	3%	0%
COc1cccc(C2=CC(=O)C[C@H](c3ccc(F)cc3)C2)c1OC	-15%	/	-8%	12	6%	-4%	-3%
N=c1c2c(n(Cc3ccccc3)c3c1CCC3)CCC2	4%	-7%	-8%	-97*	0%	-9%	-8%
